# Assay outcomes from PubChem.
# DT40 TDP1 CPT: DT40-hTDP1 cell growth loss with CPT. chicken DT40 Tdp1-/-;hTDP1 cells + 20 nM CPT, ATP luminescence, 48 h. Potency, µM (highest dose often 46.2 µM), inactives show at the highest dose activity change, negative = growth inhibition, usual class: inhibitors. actives 12% (n = 420,000). AID 686979; note: nearly all actives have a fitted effect of over 55% in size
#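 Chicken DT40 Tdp1-/- cells complemented with human TDP1, 400 cells/well, exposed to compounds plus 20 nM camptothecin for at least 48 h at 37 C; viability read as ATP content by CellTiter-Glo luminescence.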
# GCN5L2 inh: GCN5L2 (KAT2A) acetyltransferase inhibition; GCN5L2 HAT assay, ThioGlo1 CoA-SH fluorescence; Q92830; actives 0.21% (n = 390,000); Potency, µM (doses to about 58.9 µM), without a hit: at the highest dose activity change, negative = inhibition, hits mostly inhibitors
# Target sequence (Q92830 whole entry, looked up): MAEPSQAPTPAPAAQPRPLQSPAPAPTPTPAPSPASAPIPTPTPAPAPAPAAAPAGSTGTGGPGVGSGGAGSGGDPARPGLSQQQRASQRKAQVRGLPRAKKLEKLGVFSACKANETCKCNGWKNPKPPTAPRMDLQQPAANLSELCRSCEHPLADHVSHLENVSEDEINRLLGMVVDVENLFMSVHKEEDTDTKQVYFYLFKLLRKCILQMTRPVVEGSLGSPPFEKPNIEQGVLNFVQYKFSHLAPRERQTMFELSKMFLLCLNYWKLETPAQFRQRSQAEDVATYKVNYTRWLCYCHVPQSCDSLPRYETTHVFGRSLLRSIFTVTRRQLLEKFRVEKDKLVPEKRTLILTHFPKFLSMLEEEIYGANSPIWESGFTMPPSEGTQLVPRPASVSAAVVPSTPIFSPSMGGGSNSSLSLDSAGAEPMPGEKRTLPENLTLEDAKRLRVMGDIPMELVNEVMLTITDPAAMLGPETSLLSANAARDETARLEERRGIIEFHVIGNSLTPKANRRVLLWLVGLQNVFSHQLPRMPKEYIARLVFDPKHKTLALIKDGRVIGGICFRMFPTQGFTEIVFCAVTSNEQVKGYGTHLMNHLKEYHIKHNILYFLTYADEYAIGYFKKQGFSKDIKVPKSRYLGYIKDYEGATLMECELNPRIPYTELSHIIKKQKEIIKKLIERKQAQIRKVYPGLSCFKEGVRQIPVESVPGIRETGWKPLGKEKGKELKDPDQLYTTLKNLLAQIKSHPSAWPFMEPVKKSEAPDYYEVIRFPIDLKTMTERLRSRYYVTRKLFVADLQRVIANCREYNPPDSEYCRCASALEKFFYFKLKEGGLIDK
#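 GCN5L2 (20nM final) in 50mM HEPES, 0.1mM EDTA pH 7.5, 0.01% Tween-20 was preincubated 15 min at room temperature with compound, then given ThioGlo1 (50uM), H3(1-25) peptide (75uM) and acetyl-CoA (70uM); CoA-thiol fluorescence (Ex340/Em540) was read at 0 and 20 min.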
# TDP1 cell noCPT: qHTS for Inhibitors of human tyrosyl-DNA phosphodiesterase 1 (TDP1): qHTS in cells in absence of CPT. DT40 Tdp1-/- hTDP1 cells, no CPT, ATP luminescence, 48 h. Potency, µM (highest dose often 46.2 µM), inactives show top-dose activity change, negative = growth inhibition, usual class: inhibitors. actives 15% (n = 420,000). AID 686978, 2013; note: nearly all actives have a fitted effect of over 55% in size
#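 Chicken DT40 Tdp1-/- cells complemented with human TDP1, screened without camptothecin (DMSO vehicle only), 400 cells/well. Compounds pin-transferred, cells incubated at 37 °C for at least 48 hr. Growth read as ATP-dependent luminescence (CellTiter-Glo, 30 min at RT).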
# * marks the source's active call; other numbers are inactive results; ? = inconclusive; · = no result given; [ ] = another dose, or the depositor's remark. Calls come from the whole dose curve; as a rule, active = well fitted curve in the direction sought with a large enough effect; inconclusive = small, poorly fitted or top-dose-only effect, or another doubt; inactive = no such curve, though single readings can be large; an effect the other way counts as inactive or inconclusive. % is set by controls: 0 for no effect and ±100 for the full control effect; potency is the fitted concentration of half-maximal effect.
structure,DT40 TDP1 CPT,GCN5L2 inh,TDP1 cell noCPT
COC(=O)C1CCN(C(=O)Nc2ccc(OC)cc2)CC1,-2.2%,-1.0%,3.3%
Cc1ccsc1C(=O)OCC(=O)Nc1cccc(S(=O)(=O)NC2=NCCCCC2)c1,6.7%,-15.4%,10.3%
Cc1ccc(NC(=O)c2ncn(CCCNCC3CCCCC3)n2)cc1C,?,·,20.6µM*
Cc1ccc(S(=O)(=O)N/N=C\c2ccc3c(c2)OCO3)cc1C,1.5%,-4.2%,-16.5%
O=C(N/C(=C\c1ccccc1)C(=O)N1CCOCC1)c1ccc(Br)o1,-19.7%,-3.3%,-16.4%
C=C(C)CN1CCN(c2ccc(N3C(=O)CCCC3=O)cc2[N+](=O)[O-])CC1,-7.5%,-3.9%,-12.8%
COCC(C)NC(=O)c1cc(OC)cc(OC)c1 (stereo not given),-12.7%,3.4%,-29.3%
C=CCn1c(Cc2cccs2)nnc1SCC(=O)c1ccc(F)cc1,-23.0%,-2.2%,-8.5%
COc1ccc(S(=O)(=O)N(C)C)cc1NC(=O)c1ccc2c(c1)OCCO2,-22.4%,-0.7%,-25.0%
Cc1nc2ccccc2n1CCc1nc2c3ccccc3nc(SCC(=O)Nc3ccc(Br)cc3F)n2n1,?,-0.8%,?
C=CCSc1nnnn1-c1ccc(OC)cc1,-12.1%,-2.2%,-17.8%
Cc1ccccc1C(=O)Nc1cccc(C(=O)N/N=C/c2ccc3c(c2)OCO3)c1,?,-8.2%,?
N#Cc1c(SCC(=O)Nc2ccc(C(F)(F)F)cc2)sc2c(O)cc(=O)[nH]c12,-8.7%,-10.5%,-19.1%
Cc1ccc(NC(=O)C(Cc2c[nH]c3ccccc23)NC(=O)OC(C)(C)C)c(C)c1 (stereo not given),?,0.0%,?
O=C(CC(=O)NC1CCCCC1)N/N=C/c1ccccc1[N+](=O)[O-],-15.4%,-1.1%,1.4%
Cc1c(CN2CCN(C)C(CCO)C2)[nH]c2c(Cl)cccc12 (stereo not given),1.4%,0.3%,?
Cc1cc2c(NS(=O)(=O)c3ccc(F)cc3)cccc2nn1,-3.4%,1.7%,-15.2%
O=C(Nc1ccc2c(c1)OCO2)c1cc(-c2ccc(Cl)cc2)on1,?,4.1%,?
CC(C)(C)OC(=O)N1CCC(c2c(C(=O)NCc3ccco3)cnn2-c2ccc(F)cc2)CC1,?,-1.4%,?
Cc1ccccc1C1(CC(=O)N2CCCC2c2nccs2)CC(=O)N(C2CCCC2)C1=O (stereo not given),?,·,?

# Going on with the list.
structure,DT40 TDP1 CPT,GCN5L2 inh,TDP1 cell noCPT
Cc1ccc2c(c1)CC[C@H]1CC(=O)CC[C@@]21C,1.8%,-16.4%,-23.3%
NC(=O)NN=C1CCn2cccc21,-2.3%,·,3.7%
CCOC(=O)C1CCC(CNCc2ccc(Cl)cc2)CC1 (stereo not given),?,-0.4%,?
COc1ccc(Cl)cc1C(=O)NNC(=O)COC(=O)CCN=C1NS(=O)(=O)c2ccccc21,-0.4%,-2.2%,-19.4%
O=C(c1cccs1)N1CCCC(N2CCN(c3cccc(C(F)(F)F)c3)CC2)C1 (stereo not given),?,-5.3%,?
CC(C)Nc1nc(N)c(C(=O)C23CC4CC(CC(C4)C2)C3)s1,20.6µM*,-10.5%,?
COC(=O)c1ccccc1NC(=O)Cc1noc2ccc(C)cc12,?,-2.7%,?
CCN(C(=O)Cn1c(C(=O)OC)cc2sccc21)c1cccc(C)c1,23.1µM*,-3.6%,?
O=c1c2c(nc3nc(NCc4cccc5ccccc45)[nH]n13)CCC2,5.3%,0.5%,-9.6%
O=C(CSc1nc2ccccc2c(=O)n1-c1ccc(F)cc1)Nc1cc(S(=O)(=O)N2CCOCC2)ccc1Cl,?,-9.7%,?
COc1ccc(CC(=O)NNC(=O)c2ccc(Br)o2)cc1,-7.6%,-3.9%,17.1%
O=C1NC(=S)N/C1=C/C=C/c1ccccc1,-1.1%,-7.9%,-17.4%
O=C(NCCN1CCOCC1)Nc1ccc(Cl)cc1,0.6%,-7.6%,4.7%
COc1ccc(CCNC(=O)/C(C#N)=C2\N=C(NC(=O)c3ccco3)c3ccccc32)cc1,?,-16.0%,16.4µM*
Cc1ccc(N2CCN(S(=O)(=O)c3ccc4oc(=O)ccc4c3)CC2)cc1Cl,0.2%,-6.4%,-13.0%
CC(=O)OC1CC2C(C)(C)C(=O)C3OC3[C@]2(C)C2CC[C@@]3(C)C(c4ccoc4)OC(=O)C4OC43[C@]12C (stereo not given in full),6.9%,-0.3%,-11.9%
COCCNc1ncnc2ccc(-c3ccccc3CN(C)C)cc12,2.7%,0.2%,-13.2%
O=[N+]([O-])c1ccc(/C=C/c2ccc3cccnc3c2)cc1,7.94µM*,·,10µM*
CCCCn1nnc(NC(=O)CCC)n1,-7.4%,-8.3%,1.0%
COc1cc(OC)c(NC(=O)Cn2cnc3c(nc4n3CCCCC4)c2=O)cc1Cl,-10.6%,-11.1%,-15.9%

# A draw from above in order of molar mass, high to low:
structure,DT40 TDP1 CPT,GCN5L2 inh,TDP1 cell noCPT
COc1ccc(Cl)cc1C(=O)NNC(=O)COC(=O)CCN=C1NS(=O)(=O)c2ccccc21,-0.4%,-2.2%,-19.4%
CC(C)Nc1nc(N)c(C(=O)C23CC4CC(CC(C4)C2)C3)s1,20.6µM*,-10.5%,?
CCCCn1nnc(NC(=O)CCC)n1,-7.4%,-8.3%,1.0%

# Whole records as entered above. Order of values: DT40 TDP1 CPT	GCN5L2 inh	TDP1 cell noCPT
# O=C1NC(=S)N/C1=C/C=C/c1ccccc1 across the screens: -1.1%	-7.9%	-17.4%
# CC(C)Nc1nc(N)c(C(=O)C23CC4CC(CC(C4)C2)C3)s1 across the screens: 20.6µM*	-10.5%	?

# (cont.)
structure,DT40 TDP1 CPT,GCN5L2 inh,TDP1 cell noCPT
O=C(COc1ccc(S(=O)(=O)N2CCCC2)cc1Cl)NCc1ccco1,0.4%,?,1.1%
CCOC(=O)c1ccc(NC(=O)c2ccc(CN3CCc4ccccc4C3)cc2)cc1,?,-5.3%,?
Cc1c(NC(=O)c2ccc(NC(=O)C3CC3)cc2)cccc1C(=O)O,-1.8%,-1.5%,7.2%
O=C(CSc1nnc(-c2ccncc2)n1Cc1ccco1)N1c2ccccc2Sc2ccc(Cl)cc21,14.6µM*,-4.3%,-21.4%
COC(=O)CSc1nnc(-c2ccco2)n1Cc1ccco1,-14.9%,-4.4%,8.6%
CCc1nc2ccc(C(=O)NCCN3CCOCC3)cn2c1N(CC)CCOC,?,·,?
O=C(CC(=O)c1ccccc1)Nc1ccc2c(c1)OCCO2,-9.7%,-2.4%,-23.6%
CC(C)OC(=O)c1c(NC(=O)c2cnn3c2NC(c2ccccc2)CC3C(F)(F)F)sc2c1CCCC2 (stereo not given),?,0.8%,?
CC(C)N(Cc1ccccc1)C(=O)COC(=O)c1ccccc1SCC(=O)N1CCCC1,?,-25.4%,?
O=C(Nc1ccc(F)cc1F)C1CCN(C(=O)c2cnn(-c3ccccc3)c2-n2cccc2)CC1,?,-15.4%,?
Cc1cc(C)n(-c2nc3c(c(=O)[nH]c(=O)n3C)n2Cc2ccccc2)n1,-6.5%,-10.2%,-12.3%
OCCN(CC#CCn1c2ccccc2c2ccccc21)CCO,-16.5%,-18.9%,?
O=C(c1ccco1)N1CCN(C(=O)c2cc(-c3ccc(F)cc3)no2)CC1,-17.2%,-2.3%,-1.6%
CN1OC[C@@H]2CN(Cc3cc(Cl)cc(Cl)c3)[C@H](c3cccc(Br)c3)C[C@@H]21,?,·,20.6µM*
Cc1nn(C)c(C)c1S(=O)(=O)N(CC(=O)NCCc1ccc(Cl)cc1)c1ccc(C(C)C)cc1,16.4µM*,-10.5%,14.6µM*
CC(C)NC(=O)C1(C)CCN1C(=O)c1cccc(Cl)c1 (stereo not given),-10.5%,·,-12.8%
Cc1ccc(NC(=O)/C=C\C(=O)O)c([N+](=O)[O-])c1,-0.6%,3.6%,-7.0%
Nc1c(C(=O)Nc2ccc(Cl)c(C(F)(F)F)c2)sc2nc(-c3ccncc3)ccc12,?,3.2%,10.3µM*
COc1ccc(C2CCN(CC(=O)N(C)C)CC2O)cc1 (stereo not given),9.9%,-4.0%,36.6%[activator]
Cc1cc(C)cc(C(=O)NCC(=O)OCC(=O)Nc2ccc(C)cc2Br)c1,10.6%,-3.5%,12.4%

# Carrying on.
structure,DT40 TDP1 CPT,GCN5L2 inh,TDP1 cell noCPT
O=C(c1cccn2c(=O)c3cc(Cl)ccc3nc12)N1CCN(c2ccccc2F)CC1,?,-2.2%,?
COc1ccccc1N1CCN(C(=O)c2ccncc2)CC1,-8.8%,-2.5%,?
Cc1c(Cl)cccc1NC(=S)N1CCOCC1,-19.8%,3.4%,19.7%
Cc1ccc(C)c(N2CCN(C(=O)C3CCN(c4nc(C)cc(C)n4)CC3)CC2)c1,14.6µM*,-18.3%,11.6µM*
O=C(Nc1ccon1)Nc1ccc(F)cc1F,-26.6%,0.4%,0.0%
COC(=O)c1cc(NC(=O)CN2C(=O)C(=O)N(C3CCCC3)C2=O)cc(C(=O)OC)c1,-4.2%,-3.9%,4.7%
O=C(c1cccc(Br)c1)N1CCN(S(=O)(=O)N2CCOCC2)CC1,-11.1%,-3.3%,-3.6%
COc1ccc(/C=C2\SC(=S)N(CCC(=O)Nc3ccccc3C(=O)O)C2=O)cc1,12.0%,0.5%,4.6%
Cc1cc(C)n(-c2cc(Oc3ccccc3)ncn2)n1,-11.2%,-6.6%,-2.2%
CCCCCCC[n+]1ccc(/C=C/c2c(C)[nH]c3ccccc23)cc1,0.316µM*,·,0.316µM*
CCCCCCCCNCCS(=O)(=O)NN1CCOCC1,5.1%,-22.2%,-1.8%
O=C(Nc1cccc(-c2nc3ccccc3[nH]2)c1)c1ccco1,?,-6.7%,?
CCOCCCn1c(=S)[nH]c2cc(C(=O)N3CCN(C4CCCCC4)CC3)ccc2c1=O,23.1µM*,1.2%,?
Clc1ccc2c(NNc3ccccc3Cl)ccnc2c1,?,-2.7%,?
COc1ccc(CNC(=O)C/C(C)=N/NC(=O)c2ccc(OC)cc2OC)cc1,3.1%,-1.4%,-3.7%
CCn1cc([N+](=O)[O-])c(C(=O)NCc2ccc(Cl)cc2)n1,-5.6%,-7.4%,-0.3%
C=CCN(C#N)c1nc(OC)nc(N2CCCC2)n1,-1.5%,-3.1%,-18.3%
COc1ccc(NC(=O)c2c(NCc3sccc3C)sc3c2CCCC3)c(OC)c1,20.6µM*,-1.7%,13µM*
CCn1nnc2cc(C(=O)O)ccc21,-4.0%,-7.0%,-13.9%
CCn1c(SCC(=O)N2CCCCC2)nc(O)cc1=O,-1.2%,-4.1%,-15.6%

# Additional entries
structure,DT40 TDP1 CPT,GCN5L2 inh,TDP1 cell noCPT
Cc1occc1C(=O)NN=C1C2CC3CC(C2)CC1C3,-2.6%,0.8%,4.9%
NS(=O)(=O)c1ccc(CCNS(=O)(=O)c2ccc(Cl)cc2)cc1,-12.8%,-2.4%,1.3%
C=CCN1C(c2ccccc2)=CS/C1=C(/C#N)c1nnc(N2CCOCC2)n1-c1ccccc1,18.4µM*,-3.7%,14.6µM*
CC(=O)c1cccc(NC(=O)C2CC(=O)N(Cc3ccccc3)C2)c1 (stereo not given),-17.2%,-5.0%,-14.4%
CC(=O)c1cccc(NC(=O)CN(c2ccccc2)S(C)(=O)=O)c1,-24.1%,-4.2%,-15.1%
Nc1cc(-c2ccc(Cl)cc2)nn1S(=O)(=O)c1ccccc1,-5.1%,-4.5%,-0.8%
O=C(CSC1=Nc2ccccc2C2CC=NN12)Nc1ccc(F)cc1Cl (stereo not given),?,-1.2%,?
O=C(NCC(=O)N1CCCCC1)c1ccc(Br)o1,4.1%,-32.1%,-119.4%
O=C(Cn1c(=O)c2cccn2c2ccccc21)Nc1ccc(F)cc1F,?,-0.6%,4.2%
O=C(NCc1ccccc1)C1=C[C@@H](c2ccc(Br)cc2)C[C@@H](OCCCCO)O1,?,3.7%,?
Cc1ccc(OC(=O)C2c3ccccc3Oc3ccccc32)cc1C,-19.3%,-4.7%,5.6%
Cc1nn(-c2ccccc2)c2[nH]c(=O)cc(C(F)(F)F)c12,-13.1%,1.7%,-16.8%
CCOC(=O)C1(C)C=C(Nc2ccc(Br)cc2)C(=O)N1c1ccccc1 (stereo not given),?,1.3%,-14.3%
CCOC(=O)c1cnn(-c2nc(-c3ccc(F)cc3)cs2)c1C(F)(F)F,-2.0%,-18.0%,-17.8%
